FadD28 FP inh: inhibitors of FadD28 bisubstrate probe binding, primary screen, biochemical, fluorescence polarization, single point | Mycobacterium tuberculosis FadD28 fatty-acid-AMP ligase | inhibition, % at 12.5 µM | hit rate 0.22% among 360,000 | AID 588549, 2011; in the data active = inhibition above about 8.5%, passing the limit was not always enough; inconclusive = no clear call, values can overlap the other calls
Yp Topo-I inh: Yersinia pestis topoisomerase I inhibitors, primary screen, biochemical, cleavage product accumulation, plate reader, single point; hit rate 0.064% among 360,000; activity, % at 10 µM; AID 504884, 2011; Y. pestis Topo-I cleavage product accumulation; in the data active = activity above about 50%, passing the limit was not always enough; inconclusive = no clear call, values can overlap the other calls; note: inactives centre near 2
GDH-TPI counter: GDH-TPI coupling enzyme inhibitors, primary screen, artefact control for M. tuberculosis FBA inhibitor project, biochemical, absorbance, full deck. inhibition, % at 4.8 µM. GDH-TPI coupled enzyme counterscreen, NADH absorbance. hit rate 1.2% among 360,000. AID 588335, 2011; in the data active = inhibition above about 30%;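 note: 0% = DMSO wells and 100% = wells lacking the enzyme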
FBA Mtb inh: Mtb FBA enzyme inhibitors, primary screen, biochemical, fluorescence, strain H37Rv | purified M. tuberculosis FBA, fluorescence read-out | inhibition, % at 1 µM | hit rate 2.3% among 360,000; in the data active = inhibition above about 27%;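 note: 0% = vehicle and 100% = reference inhibitor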
Target sequence (P9WQA3 whole entry, looked up): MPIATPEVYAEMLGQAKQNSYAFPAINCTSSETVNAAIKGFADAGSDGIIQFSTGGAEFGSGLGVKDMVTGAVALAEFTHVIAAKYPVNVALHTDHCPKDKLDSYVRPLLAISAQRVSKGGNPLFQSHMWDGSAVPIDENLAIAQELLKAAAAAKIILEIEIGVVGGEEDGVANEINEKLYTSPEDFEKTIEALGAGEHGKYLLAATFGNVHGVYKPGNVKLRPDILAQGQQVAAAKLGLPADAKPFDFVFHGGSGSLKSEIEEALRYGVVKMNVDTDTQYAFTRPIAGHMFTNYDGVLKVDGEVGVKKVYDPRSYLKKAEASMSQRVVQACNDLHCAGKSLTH
BioA inh: M. tuberculosis BioA enzyme inhibitors, primary screen, biochemical, plate reader, single point, HTS. 7,8-diaminopelargonic acid synthase BioA (Mycobacterium tuberculosis). purified M. tuberculosis BioA enzyme. inhibition, % at 9.99 µM. hit rate 0.096% among 360,000; in the data active = inhibition above about 40%; inconclusive = no clear call, values can overlap the other calls
UGM FP inh: M. tuberculosis UGM enzyme inhibitors, primary screen, biochemical, fluorescence polarization, single point | inhibition, % at 10 µM | AID 504406, 2011 | purified UGM, fluorescence polarization probe displacement | UDP-galactopyranose mutase (Mycobacterium tuberculosis (strain ATCC 25618 / H37Rv)), … | hit rate 0.06% among 320,000; in the data active = inhibition above about 10%, passing the limit was not always enough; inconclusive = no clear call, values can overlap the other calls
Target sequence (P9WIQ1 whole entry, looked up): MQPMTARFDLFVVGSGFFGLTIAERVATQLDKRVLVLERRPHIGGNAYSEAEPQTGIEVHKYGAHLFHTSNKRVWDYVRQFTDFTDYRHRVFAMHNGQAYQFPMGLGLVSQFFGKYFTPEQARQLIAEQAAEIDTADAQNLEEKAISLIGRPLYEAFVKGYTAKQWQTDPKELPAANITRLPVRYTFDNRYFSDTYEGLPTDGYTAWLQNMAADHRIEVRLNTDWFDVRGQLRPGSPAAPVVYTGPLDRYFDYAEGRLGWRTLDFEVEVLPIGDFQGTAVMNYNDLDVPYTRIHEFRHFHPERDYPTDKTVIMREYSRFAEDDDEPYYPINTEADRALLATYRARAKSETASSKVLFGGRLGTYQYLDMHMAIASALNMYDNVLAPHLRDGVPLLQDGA
BH1578 lux ind: inducers of Vibrio cholerae quorum light production without autoinducers, primary screen, BH1578 luxS cqsA deficient, single point; V. cholerae BH1578 lux reporter, luminescence, 6 h; activation, % at 18.7 µM; hit rate 0.16% among 350,000; in the data active = activation mostly above about 9.7%, no sharp cut-off; inconclusive = no clear call, values can overlap the other calls; inactive = mostly below about 3.7%; note: not every result past the cut was called active; inactives centre near 0; reference of the scale not given here
PfHsp40 rescue: rescue of yeast from PfHsp40 toxicity, primary screen, S. cerevisiae, ATP luminescence; S. cerevisiae expressing PfHsp40, growth rescue; growth rescue, % at 12.5 µM; hit rate 0.68% among 340,000; in the data active = growth rescue above about 28%, passing the limit was not always enough; inconclusive = no clear call, values can overlap the other calls;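 note: yeast W303a lacking pdr1 and pdr3 grown in galactose medium; growth measured after three days at 30 °C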
TcdB GH inh: TcdB glycohydrolase inhibitors, primary screen, biochemical, single point, plate reader. Toxin B (Clostridioides difficile), P18177. TcdB glycohydrolase enzymatic assay. inhibition, % at 9.99 µM. hit rate 0.24% among 350,000. AID 652162, 2013; in the data active = inhibition above about 10%
* hit, by the source's call; i = inactive; ? = inconclusive; / = not tested or not shown; & = joins results of further samples.

SMILES	FadD28 FP inh	Yp Topo-I inh	GDH-TPI counter	FBA Mtb inh	BioA inh	UGM FP inh	BH1578 lux ind	PfHsp40 rescue	TcdB GH inh
O=C(NCc1ccccc1CN1CCCC1)c1cccc(S(=O)(=O)N2CCOCC2)c1	-1.0	6	4	-1	0.2	2.1	-0.4	-0.8	-0.7
CC(=O)Nc1cccc(NC(=O)C2CCCN2C(=O)Nc2ccc(C)cc2)c1 (configuration not stated)	-2.9	5	6	5	-0.9	-0.1	-0.4	-0.3	/
COc1cccc(C(=O)NC2=NCCS2)c1OC	-4.6	1	-6	-2	-1.3	-2.1	-2.6	-0.5	/
CC(C)(C)OC(=O)N1CCC(CC2CC(c3cccc(Br)c3)=NO2)(C(=O)NCC2CCCCC2)CC1 (configuration not stated)	-2.0	29	/	/	-1.7	-0.2	i	-0.4	0.6
O=C(CSc1nnc(CNc2ccc(F)cc2)n1Cc1ccccc1)N1CCOCC1	-2.3	1	-7	-5	3.6	0.2	-3.2	-0.2	/
Cc1cc(C)cc(NC(=S)N2CCN(c3ncccn3)CC2)c1	-2.3	-4	9	3	-0.4	-1.0	-0.4	1.4	0.1
CC(C)CNC(=O)c1cccc(C(=O)NCC(C)C)c1	-2.2	1	4	1	-1.6	3.4	-1.0	0.3	/
Cc1cccc(N2CCN(C3=NC(=O)C(=C4CCCCC4)S3)CC2)c1	-2.9	0	2	7	-0.8	0.8	0.9	-0.5	/
CCOC(=O)C1CCCN(C(=O)C(C)Oc2ccc(Cl)cc2Cl)C1 (configuration not stated)	0.5	5	-6	-2	/	-1.6	0.9	0.3	1.0
CCc1nc2c(OCc3ccc(C(=O)OC)cc3)cccn2c1N(C)C(=O)C(C)C	-1.1	25	6	-1	4.9	/	-0.8	/	/
COCCNc1nc2sc3c(c2c(=O)n1Cc1ccco1)CCCCC3	-2.4	10	5	3	-0.7	-1.4	i	0.9	0.0
COc1cc(OC)c(C2Nc3cccc4cccc(c34)N2)c(OC)c1	-0.1	-19	7	0	-3.7	1.8	0.3	2.6	0.0
CCOC(=O)c1cn(CC)c2cc(N3CCN(C)CC3)c(F)cc2c1=O	0.5	7	7	21	/	-2.1	i	-1.3	-0.3
Cc1ccc(S(=O)(=O)N2CCN(CC(=O)Nc3ccc4c(c3)CCC4)CC2)cc1C	-1.3	-1	8	1	-4.2	-1.0	-0.2	2.4	/
COc1ccc([C@H]2CC(=O)C=C(c3ccc(SC)cc3)C2)cc1OC	-2.1	14	2	3	0.3	1.3	-0.9	-0.8	1.0
CCO[C@H]1c2c(ccc3ccc(=O)oc23)OC(C)(C)[C@@H]1O	0.3	8	20	59*	-1.5	0.3	0.4	1.3	0.4
CNC[C@H]1Oc2c(NS(=O)(=O)c3ccccc3)cccc2C(=O)N([C@H](C)CO)C[C@@H]1C	1.0	17	9	-2	2.2&0.1	2.7	i	0.2	-0.6&0.2
CC1CCN(C(=O)c2cc(S(=O)(=O)N3CCCCC3)c[nH]2)CC1	-4.2	3	10	-1	0.1	0.1	-0.2	-0.3	1.0
C=CCOc1c(CNn2cn[nH]c2=S)cccc1OC	0.3	1	-4	-3	/	-1.2	-0.2	0.8	1.6
Cn1c(O)c(C(=NCCc2c[nH]c3ccccc23)c2ccccc2)c(=O)n(C)c1=O	0.0	3	1	1	/	3.2	1.6	-1.2	-0.3
O=C(COc1ccccc1)NC(=S)N1CCc2ccccc21	-2.5	5	4	2	/	0.2	-0.7	-0.3	0.3
COc1ccccc1N1C(=O)C2C3C=CC(CC3)C2C1=O (configuration not stated)	-0.5	-7	10	2	-2.8	1.7	-0.4	-0.5	0.3
COc1ccccc1NC(=O)C1=C(C)NC(SCC(=O)c2ccccc2)=C(C#N)C1c1ccco1 (configuration not stated)	-3.3	20	28	1	-1.6	/	-0.6	-0.9	/
CN(C)S(=O)(=O)c1cccc(NC(=O)COC(=O)c2c[nH]c(=O)[nH]c2=O)c1	0.3	5	-3	3	/	2.4	-1.3	-0.1	-1.5
Cc1cccc(N2CCN(C(=O)[C@H](C)N3C(=O)C4CC=CCC4C3=O)CC2)c1C (some centres not stated)	-4.0	11	-4	1	0.9	7.2	0.9	0.6	3.1

In the list so far, four contain an NH in an aromatic ring:
SMILES	FadD28 FP inh	Yp Topo-I inh	GDH-TPI counter	FBA Mtb inh	BioA inh	UGM FP inh	BH1578 lux ind	PfHsp40 rescue	TcdB GH inh
CC1CCN(C(=O)c2cc(S(=O)(=O)N3CCCCC3)c[nH]2)CC1	-4.2	3	10	-1	0.1	0.1	-0.2	-0.3	1.0
C=CCOc1c(CNn2cn[nH]c2=S)cccc1OC	0.3	1	-4	-3	/	-1.2	-0.2	0.8	1.6
Cn1c(O)c(C(=NCCc2c[nH]c3ccccc23)c2ccccc2)c(=O)n(C)c1=O	0.0	3	1	1	/	3.2	1.6	-1.2	-0.3
CN(C)S(=O)(=O)c1cccc(NC(=O)COC(=O)c2c[nH]c(=O)[nH]c2=O)c1	0.3	5	-3	3	/	2.4	-1.3	-0.1	-1.5

(continued)
SMILES	FadD28 FP inh	Yp Topo-I inh	GDH-TPI counter	FBA Mtb inh	BioA inh	UGM FP inh	BH1578 lux ind	PfHsp40 rescue	TcdB GH inh
COc1ccc(C(=O)CN2C(=O)NC3(CCc4ccccc43)C2=O)c(OC)c1 (configuration not stated)	-2.0	8	3	2	/	-1.9	i	0.4	0.9
Cc1cc(N2CC(C(=O)O)CC2=O)ccc1Br (configuration not stated)	-3.3	-4	-7	-1	1.1	4.1	-0.5	-1.3	/
COc1ccccc1NCCC(=O)O	0.4	5	13	2	/	-0.9	-0.2	-1.9	-0.1
COc1cc(C2C3=C(COC3=O)Oc3cc4c(cc32)OCO4)cc(OC)c1OC (configuration not stated)	1.0	3	-6	3	/	/	5.6	0.5	0.6
Clc1ccc(-c2nnc(-c3ccco3)nc2N2CCCCC2)cc1	-1.6	22	16	0	/	2.1	-0.2	1.7	-0.1
CCOC(=O)Cc1csc(SCC(=O)Nc2nccs2)n1	-1.5	-3	4	7	0.6	0.0	i	0.6	2.6
FC(F)(F)c1nc(-c2cccnc2)ncc1-c1nnnn1-c1ccccc1	-0.7	-6	-2	-5	2.9	1.7	-17	-1.9	/
O=C(NN1CCN(Cc2ccccc2)CC1)c1ccc(Cl)cc1	-1.6	-7	-1	-1	6.1	-0.9	-0.2	-1.5	0.6
CCN(C(=O)COC(=O)/C=C/c1cccc(Cl)c1)c1c(N)n(Cc2ccccc2)c(=O)[nH]c1=O	-1.8	1	1	-3	-1.6	-1.9	-0.9	-0.9	-0.4
C#CCOCCOCCOCCNc1nc(N2CCN(C(=O)[C@H]([C@@H](C)CC)n3cc(CCC(=O)O)nn3)CC2)nc(N2CCN(C(=O)[C@H](Cc3ccc(O)cc3)n3cc(CCO)nn3)CC2)n1	-3.4	23	-8	4	-0.7	/	0.8	0.3	2.2
Cc1ccc(CC(=O)Nc2cccc(S(=O)(=O)N3CCOCC3)c2)cc1	/	1	4	1	-1.2	0.0	-0.3	0.2	-1.6
COc1cc([N+](=O)[O-])ccc1NC(=O)Oc1ccc(NC(C)=O)cc1	-1.1	-1	8	-5	1.5	-0.1	-0.6	0.3	10*
COc1cccc(NC(=O)CCN2CCC(C(N)=O)CC2)c1	-2.5	3	1	3	-1.3	0.1	-6.7	-0.1	/
O=C(CN1CCC(O)(c2ccccc2F)CC1)NCCc1c[nH]c2ccccc12	0.4	10	6	3	0.4	0.7	i	1.9	/
O=Cc1cn(CC(O)Cn2cc(C=O)c3ccccc32)c2ccccc12	-2.5	-10	-3	2	-1.1	-0.2	-8.3	-2.2	0.8
CCN(CC)c1ccc(N2C(=O)/C(=C/c3ccccn3)SC2=S)cc1	0.1	-5	4	0	/	-0.7	i	-0.8	0.4
COP(=O)(OC)C(Nc1ccc(C)cc1)c1ccc(Br)cc1 (configuration not stated)	-3.0	2	-3	-1	-0.6	/	-0.4	-1.2	-0.2
COCCN(C(=O)CCC(=O)Nc1nccs1)C(C(=O)NC(C)(C)C)c1ccc(F)cc1 (configuration not stated)	-2.7	-2	8	1	-1.1	2.8	-0.9	0.8	7.0
CCN(CC(=O)N1CCC(C)CC1)S(=O)(=O)c1ccc(C)cc1	0.2	5	0	3	-1.6	1.9	i	-0.9	0.8
CC1CC(C)CN(C(=O)CCNS(=O)(=O)c2ccc3c(c2)CCC(=O)N3)C1 (configuration not stated)	-3.3	2	5	0	0.6	-1.1	-0.2	0.2	/
COc1cc(NC(=O)C2CCN(S(=O)(=O)c3cccnc3)CC2)cc(OC)c1OC	-1.3	6	3	2	-0.1	3.8	0.4	-1.2	/
CN(C)c1cccc2c(S(=O)(=O)N3CCCC3)cccc12	-0.3	20	5	5	/	2.4	-0.5	-0.9	1.8
O=C(O)COc1c(F)c(F)c(C(F)(F)F)c(F)c1F	0.3	6	2	-1	-1.1	-0.9	-0.5	-0.2	/
Cc1cc(N2CCN(c3cccc(C)c3C)CC2)nc(-c2ccccc2)n1	-2.2	7	-7	4	-1.1	-1.1	0.6	?	/
CCC(=O)Nc1sc2c(c1C#N)CCCCC2	-0.1	-2	-5	1	0.1	0.8	1.7	0.1	/
Next results follow.
SMILES	FadD28 FP inh	Yp Topo-I inh	GDH-TPI counter	FBA Mtb inh	BioA inh	UGM FP inh	BH1578 lux ind	PfHsp40 rescue	TcdB GH inh
Cc1nc(-c2ccccc2)sc1C(=O)Nc1ccccc1F	-3.3	3	-3	1	-0.4	1.0	i	2.3	-6.2
O=C(Nc1ccccc1)N1CCN(c2ccc(F)cc2)CC1	-2.8	1	8	0	5.2	-1.3	i	0.0	/
O=C(COc1ccc(Cl)cc1)NCCS(=O)(=O)N1CCN(c2ccc(F)cc2)CC1	-0.9	12	11	2	-3.3	0.6	-0.2	0.0	1.8
Cn1c(=O)c2c(ncn2CC(=O)OCC(=O)c2ccc(Cl)cc2)n(C)c1=O	-4.3	-4	-2	-5	-0.3	0.1	i	-1.6	2.4
CCN(C[C@H]1N[C@@](Cc2ccccc2)(C(=O)OC)[C@H]2C(=O)N(C)C(=O)[C@@H]12)C(=O)c1ccc(F)cc1	-3.3	4	-2	-2	0.1	/	1.0	0.8	1.2
Cn1c(=O)oc2ccc(C(=O)CSc3nnnn3-c3ccccc3)cc21	-4.1	4	-9	-3	1.3	-0.8	i	0.0	/
Cc1ccc(C(C)C)c(OCCNS(C)(=O)=O)c1	-3.0	-12	-4	-4	-4.1	-4.4	1.5	-0.4	/
CC(C(=O)N1CCCCCC1)c1ccc([N+](=O)[O-])cc1 (configuration not stated)	0.2	-3	9	0	/	0.8	-0.2	-2.0	2.0
Cc1ccc(Cc2c(C)nc3nc(SCC(=O)NCc4ccco4)nn3c2C)cc1	-1.1	17	4	7	50*	0.8	-2.9	0.1	/
CNCc1sccc1C	-0.1	-2	3	34*	/	1.9	0.0	-0.3	0.7
Cc1ccc(C(=O)ONc2ccc(N=O)cc2)cc1	-1.6	-8	16	0	-1.4	4.3	7.1	3.1	/
O=C1C=C(c2ccc3c(c2)OCO3)CCC1	-4.2	5	15	0	0.8	-0.6	i	0.0	/
CC(=O)c1ccc(OC(=O)N(C)c2ccccc2)cc1	-0.6	0	0	0	/	-1.6	0.3	-0.8	0.9
CC(/C=N/NC(=O)Cc1cccs1)=C\c1ccco1	-1.5	-2	34*	-2	-1.4	-1.3	i	1.4	/
COc1ccc(NC(=O)CCc2nnc3ccc(NCc4ccco4)nn23)cc1OC	-0.9	-9	1	89*	-0.2	-0.5	-0.3	-1.2	4.3
CCc1nnc(NC(=O)CSc2nnc(C(C)NC(=O)c3ccccc3)n2C)s1 (configuration not stated)	-2.8	4	8	0	-2.2	1.4	-0.3	-0.7	0.4

Source: PubChem BioAssay
